Screening data (PubChem BioAssay)
TEAD-YAP block = TEAD-YAP interaction inhibition, primary screen, TEAD-YAP interaction inhibitor project, luminescence, HEK-TIYL cells; TEAD-Gal4/YAP UAS-luciferase luminescence; inhibition, % at 9.12 µM; hit rate 1.4% among 640,000; in the data active = inhibition above about 32%;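 also: 0% = median of test compound wells and 100% = reference inhibitor wells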
GPR151 activ = activators of human GPR151, primary screen, cell-based, PathHunter beta-arrestin, luminescence; G-protein coupled receptor 151 (Homo sapiens), Q8TDV0; PathHunter beta-arrestin GPR151 cells; activation, % at 11.2 µM; hit rate 1% among 650,000; in the data active = activation above about 4.9%;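 also: 0% = median of compound wells and 100% = cells with positive control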
Target sequence (Q8TDV0 whole entry, looked up): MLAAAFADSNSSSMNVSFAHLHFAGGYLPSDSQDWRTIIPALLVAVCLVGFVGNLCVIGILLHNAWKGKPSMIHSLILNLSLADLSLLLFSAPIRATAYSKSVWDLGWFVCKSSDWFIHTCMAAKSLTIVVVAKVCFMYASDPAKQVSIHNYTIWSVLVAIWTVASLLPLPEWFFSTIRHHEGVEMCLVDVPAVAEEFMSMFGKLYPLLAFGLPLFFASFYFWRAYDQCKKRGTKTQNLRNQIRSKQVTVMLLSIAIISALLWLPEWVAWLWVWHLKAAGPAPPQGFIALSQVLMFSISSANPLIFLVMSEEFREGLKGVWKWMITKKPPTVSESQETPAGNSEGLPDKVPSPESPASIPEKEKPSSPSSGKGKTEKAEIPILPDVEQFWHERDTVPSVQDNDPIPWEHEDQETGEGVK
FBW7 act = FBW7 E3 ligase activators, primary screen, biochemical, AlphaScreen, human; F-box/WD repeat-containing protein 7 (Homo sapiens), Q969H0; AlphaScreen FBW7–phospho-cyclin E peptide binding, activator screen; normalized activity (activation), % at 26.1 µM; hit rate 0.13% among 650,000; AID 1259310, 2017; in the data active = normalized activity above about 1.9%;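 also: purified mutant Fbw7 with reduced substrate affinity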
MITF primary = MITF inhibitors, primary screen, biochemical, AlphaScreen, human; hit rate 0.91% among 650,000; Microphthalmia-associated transcription factor (Homo sapiens), O75030; AlphaScreen MITF homodimerization, bead proximity signal; AID 1259374, 2018; inhibition, % at 2.6 µM; in the data active = inhibition above about 50%;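 also: 0% = vehicle wells with protein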
Target sequence (O75030 whole entry, looked up): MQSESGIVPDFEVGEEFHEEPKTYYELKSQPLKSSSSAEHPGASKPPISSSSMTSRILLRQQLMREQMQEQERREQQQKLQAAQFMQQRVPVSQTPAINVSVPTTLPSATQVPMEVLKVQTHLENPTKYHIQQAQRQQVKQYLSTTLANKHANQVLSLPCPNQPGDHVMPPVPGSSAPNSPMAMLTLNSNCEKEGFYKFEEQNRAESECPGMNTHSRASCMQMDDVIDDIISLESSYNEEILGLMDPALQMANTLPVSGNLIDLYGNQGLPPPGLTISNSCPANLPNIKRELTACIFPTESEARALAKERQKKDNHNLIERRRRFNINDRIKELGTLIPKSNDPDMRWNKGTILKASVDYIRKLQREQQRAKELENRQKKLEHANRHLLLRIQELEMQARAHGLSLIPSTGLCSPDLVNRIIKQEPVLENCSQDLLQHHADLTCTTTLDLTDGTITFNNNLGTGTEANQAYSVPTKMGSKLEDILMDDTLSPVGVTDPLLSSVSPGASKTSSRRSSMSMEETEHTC
An asterisk follows results filed as active.

Sample of the layout (5 entries):
SMILES	TEAD-YAP block	GPR151 activ	FBW7 act	MITF primary
Cc1cccc(C)c1NC(=O)CSc1nnc(-c2cccnc2)n1C	4.1	0.8	0.0	-4.3
O=S(=O)(Nc1nc2c(s1)CCCC2)c1ccccc1	-9.2	-0.2	-0.1	2.8
COc1ccc(NC(=O)c2ccc3oc(=O)c(S(=O)(=O)c4ccccc4)cc3c2)cc1	1.4	0.5	0.1	6.2
CCOC(=O)CC(=O)CSc1nc2c(sc(=S)n2-c2ccc(C)cc2C)c(=O)n1-c1ccc(F)cc1	7.1	0.5	0.1	12.4
CNC(=O)c1ccc2c(c1)CC(C(=O)Nc1ccc(-c3cn[nH]c3)cc1OCCN(C)C)CO2 (stereo unspecified)	-7.2	-0.3	0.0	18.6

This part in full, from the start:
SMILES	TEAD-YAP block	GPR151 activ	FBW7 act	MITF primary
Cc1cccc(C)c1NC(=O)CSc1nnc(-c2cccnc2)n1C	4.1	0.8	0.0	-4.3
O=S(=O)(Nc1nc2c(s1)CCCC2)c1ccccc1	-9.2	-0.2	-0.1	2.8
COc1ccc(NC(=O)c2ccc3oc(=O)c(S(=O)(=O)c4ccccc4)cc3c2)cc1	1.4	0.5	0.1	6.2
CCOC(=O)CC(=O)CSc1nc2c(sc(=S)n2-c2ccc(C)cc2C)c(=O)n1-c1ccc(F)cc1	7.1	0.5	0.1	12.4
CNC(=O)c1ccc2c(c1)CC(C(=O)Nc1ccc(-c3cn[nH]c3)cc1OCCN(C)C)CO2 (stereo unspecified)	-7.2	-0.3	0.0	18.6
C=CCOC(=O)C1=C(C)Nc2ncnn2C1c1cc(Br)ccc1F (stereo unspecified)	6.8	-0.3	-0.2	-6.0
Cc1cc(NC(=O)CCN2CCN(CCO)CC2)no1	0.6	1.3	0.0	2.0
CC(=O)Nc1ccc(N=CC2=C(O)CC(C)(C)CC2=O)cc1	5.8	-0.5	0.1	13.4
COc1cccc(C(=O)NC(C)c2nnc3n2CCN(Cc2ccc(CO)o2)CC3)c1 (stereo unspecified)	-2.8	-0.8	0.1	6.7
COc1ccccc1C(=O)Oc1ccc2c(=O)c(Oc3ccc(-c4ccccc4)cc3)coc2c1	-10.2	-1.0	0.1	-5.7
CCOC1(OCC)N=C(N)C2(C#N)C(c3ccc(OC)cc3)C12C#N (stereo unspecified)	3.3	0.9	-0.2	37.0
CC(=O)N[C@H]1[C@H](Oc2ccc(Cl)cc2)O[C@H](CO)[C@@H](O)[C@@H]1O	-4.9	-0.2	-0.1	-3.6
Cc1nc(C(=O)Nc2ccccc2C(=O)O)cc2c1[nH]c1ccccc12	-0.8	0.6	0.1	4.7
CN(Cc1ccccc1)c1cc(NCCCO)c([N+](=O)[O-])c2nonc12	-26.2	-1.0	-0.1	-0.1
CC1=C(C(=O)Nc2cccnc2)C(c2ccc(C(C)C)cc2)n2ncnc2N1 (stereo unspecified)	-13.7	-0.7	-0.1	2.7
CC1(C)CC(=O)C(C2C3=C(CC(C)(C)CC3=O)Oc3ccc(Br)cc32)=C(O)C1 (stereo unspecified)	-1.7	1.4	-0.1	-5.5
CC1=C(C(=O)OCC2CCCO2)C(c2ccc(O)cc2)NC(=O)N1 (stereo unspecified)	-0.2	0.2	0.1	-7.2
Cc1nc2c(c(C)nn2-c2ccccc2)c(C)c1CCC(=O)NCCN1CCN(C)CC1	6.8	-0.7	-0.2	-5.6
COc1ccc(C(=O)C(OC(=O)c2ccc(Oc3ccc(C#N)c(C#N)c3)cc2)c2ccccc2)cc1 (stereo unspecified)	-9.3	0.6	0.5	-1.9
CCOc1ccc(C(=O)N2CCN(c3cc(-n4ccnc4)ncn3)CC2)cc1	6.7	-0.3	0.5	-0.3
N#Cc1ccc(Cn2nc(-c3cccnc3)oc2=O)cc1	3.6	-0.3	-0.2	-8.1
CCCCN1C(=O)C2C(C(=O)Nc3ccc(OCC)cc3)C3C=CC2(O3)C1C(=O)NC1CCCCC1C (stereo unspecified)	-2.6	0.8	0.0	5.8
Cc1noc(C)c1S(=O)(=O)N1CCCC(C(=O)Nc2ccc(C(F)(F)F)cc2)C1 (stereo unspecified)	11.6	1.3	0.1	7.0
COc1ccc(NC(=O)COc2ccccc2Cl)cc1	-31.6	-0.8	0.1	0.2
CS(=O)(=O)CCC(C(=O)OCc1ccc(Cl)cc1)N1C(=O)c2ccccc2C1=O (stereo unspecified)	4.8	1.4	0.7	16.8

(cont.)
SMILES	TEAD-YAP block	GPR151 activ	FBW7 act	MITF primary
CCOC(=O)c1cn[nH]c1S(=O)(=O)N1CCN(c2cc(Cl)ccc2C)CC1	2.9	0.7	-0.2	-11.0
CCOC(=O)c1c(C)[nH]c(C(=O)COC(=O)CCC(=O)c2ccc3c(c2)OCCO3)c1C	1.0	0.1	-0.2	-5.2
CCC(C)(C)NC(=O)CN(C)S(=O)(=O)c1cccc2cccnc12	1.2	-1.2	-0.1	-0.6
CCOc1cc(CN2CCc3c(nc(N4CCCC(C)C4)[nH]c3=O)C2)ccc1O (stereo unspecified)	-11.9	-0.4	0.2	-1.0
Cc1ccc(/C=N/NC(=O)CNC(=O)c2cccc3ccccc23)o1	-2.8	0.2	0.1	-5.6
CC(C)n1c(N2CCCCCC2)nc2c1c(=O)n(C)c(=O)n2C	7.9	0.3	0.0	8.4
COc1ccc(NC(=O)CCN2CCN(c3ccc(Cl)cc3)CC2)cc1	1.7	0.6	0.0	4.5
Cc1[nH]nc2c1C(c1ccccc1)c1ccccc1-2 (stereo unspecified)	-8.9	-0.6	0.1	9.8
CC(C)CC(O)CNC(C)(C)C (stereo unspecified)	0.6	3.0	-0.2	-6.5
COc1ccc(/C=N/c2nc(-c3ccccc3)c(C)s2)c(OC)c1	5.7	-0.7	-0.1	-7.4
S=c1[nH]nc(COc2ccc(C3CCCCC3)cc2)n1-c1ccccc1	9.1	-0.9	0.2	10.7
Nc1ccc(OCc2ccccc2)cc1	-7.3	-2.0	-0.2	5.3
NNC(=O)C1c2ccccc2Sc2ccccc21	2.2	1.4	0.1	-11.7
Cc1ccc(C(=O)Nc2ccc([N+](=O)[O-])cc2)cc1S(=O)(=O)NCc1ccccc1	4.3	0.7	0.0	6.3
Cc1cc(C(=O)N(CCCN(C)C)c2nc3c(Cl)cccc3s2)no1	3.4	0.7	0.0	-8.0
CCOc1cc(/C=C2/C(=N)N3N=C(C)SC3=NC2=O)cc(Cl)c1OCCOc1ccc(OC)cc1	4.7	-1.4	-0.1	9.2
O=C1NC(c2ccc(Br)cc2)=N/C1=C/c1ccccc1F	2.8	0.5	0.1	0.1
COC(=O)CN1C(=O)C(O)(CC(=O)c2ccccc2)c2ccccc21 (stereo unspecified)	0.8	-0.6	-0.1	-7.1
CSc1cccc(NC(=O)C2CCN(S(=O)(=O)c3cccc4cccnc34)CC2)c1	12.6	-0.3	-0.1	-6.8
CCN(CC)S(=O)(=O)c1ccc(NC(=O)C2CC2)cc1	1.0	1.1	0.2	-12.4
COc1ccc(NC(=O)c2ccc(=O)n(Cc3ccccc3Cl)c2)c(OC)c1	-0.7	1.8	0.1	-0.9
COc1ccccc1OCC(=O)Nc1nc(CN2CCc3ccccc3C2)cs1	-2.5	-0.7	-0.1	13.5
N#CCOC(=O)c1ccccc1OCc1ccccc1Cl	2.2	3.3	0.2	-1.0
CC(Oc1ccc2ccc(=O)oc2c1)C(=O)O (stereo unspecified)	2.9	-0.7	0.0	5.6
C/C(N)=C(/C#N)C(=O)COC(=O)CCC1CCCC1	-1.5	-0.5	0.0	-6.5

(more compounds)
SMILES	TEAD-YAP block	GPR151 activ	FBW7 act	MITF primary
CCOC(=O)C1=C(CSc2nc(C)c(C)c(C)c2C#N)OC(N)=C(C#N)C1c1ccc(F)cc1 (stereo unspecified)	9.5	0.4	0.0	9.5
CC(C)C(=O)Nc1ccc(S(=O)(=O)NCC(c2ccccc2)N(C)C)cc1 (stereo unspecified)	3.3	-0.2	0.8	15.0
O=C1C2C3C=CC(C3)C2C(=O)N1CCC(=O)N(c1ccccc1)c1ccccc1 (stereo unspecified)	2.9	-0.5	0.4	-6.8
COc1ccccc1NCC(=O)N/N=C/c1ccc(OC(=O)c2cccc(F)c2)cc1	-4.5	0.8	-0.1	2.7
Cc1cccc(C)c1Nc1c(-c2cccs2)nc2c[n+](CC(N)=O)ccn12	-0.1	3.1	-0.1	-2.3
Cc1ccc(C)c(N2CCN(S(=O)(=O)c3cc(C(=O)Nc4ccccc4C)ccc3F)CC2)c1	0.1	-0.6	0.0	3.4
Fc1ccc(Nc2nc3nonc3nc2Nc2ccccc2F)cc1	82.6*	2.9	-0.3	-2.4
NC1=NC(=O)C(CC(=O)c2ccc(Cl)cc2)S1 (stereo unspecified)	10.5	0.3	0.2	-1.7
Cc1nnsc1C(=O)Nc1ccccc1Cc1ccccc1	-3.2	-0.1	-0.1	-4.3
O=C(O)/C=C\C(=O)Nc1ccc(OCC(=O)O)cc1	10.5	0.5	-0.1	-1.4
COc1ccc2c(c1)c(CC(=O)NCc1ccc(C(C)C)cc1)c(C)n2C(=O)c1ccc(Cl)cc1	-1.2	0.0	0.7	23.3
CCc1nn(CC(=O)NC2CCC(C)CC2)c(=O)c2cc3sc(C)cc3n12 (stereo unspecified)	-22.6	-0.2	-0.1	-6.7
O=C(Nc1nc2ccc(Br)cc2s1)c1ccco1	-36.2	-1.2	0.2	-0.9
COc1cc(C#N)ccc1OC(=O)c1cccc([N+](=O)[O-])c1	-3.6	1.5	-0.1	-5.6
COCCNC(=O)CCc1nnc(Cc2ccc(-c3ccccc3)cc2)o1	0.0	-1.7	0.1	10.3
N#CCOC(=O)c1cc(-c2ccc(F)cc2)nc2ccccc12	-10.6	-0.8	-0.1	-8.2
CC(=O)Oc1ccc(C2C3=C(CC(C)(C)CC3=O)Nc3ccc4ccccc4c32)cc1 (stereo unspecified)	-1.1	0.7	0.1	-9.5
Oc1ccc2oc(Cc3ccccc3)c(Br)c2c1	-2.1	-0.2	0.4	11.3
O=C(CN1CCC(N2CCCCC2)CC1)NCCc1ccc(F)cc1	8.8	-0.6	0.2	30.4
OC[C@H]1O[C@H](O[C@]2(CCl)O[C@H](CCl)[C@@H](O)[C@@H]2O)[C@H](O)[C@@H](O)[C@H]1Cl	4.9	-0.5	-0.1	-12.5
O=C(NCc1nc2ccncc2[nH]1)C1COc2ccccc2O1 (stereo unspecified)	11.4	-1.8	-0.1	-9.9
c1ccc(Nc2nc3ncnc(NCc4nc5ccccc5[nH]4)c3[nH]2)cc1	3.5	-0.6	-0.2	-4.0
CC(=O)OC1c2ccccc2C(=O)N1c1ccccc1C (stereo unspecified)	-0.4	-0.9	-0.1	-11.3
Cc1ccc(Cc2c(C)nc3c(C(=O)NCCN4CCOCC4)cnn3c2C)cc1	-9.0	-0.1	0.1	-1.6
CCOc1cccc2c1OC(c1cccc(OC)c1)N1N=C(c3ccco3)CC21 (stereo unspecified)	-56.2	0.4	0.0	4.5

The listing continues:
SMILES	TEAD-YAP block	GPR151 activ	FBW7 act	MITF primary
CC(=O)C1=NN(c2ccccc2)C2C(=O)N(c3ccccc3Cl)C(=O)C12 (stereo unspecified)	-2.4	-0.1	-0.3	-4.5
CCOC(=O)C1CCN(CCC(=O)Nc2cccc(Cl)c2)CC1	2.6	-0.3	-0.1	4.0
O=C(Nc1ccc2nc(SC(c3ccccc3)c3ccccc3)sc2c1)C1CCCCC1	2.4	0.8	0.1	6.7
Cc1cc(NC(=O)CN(c2ccc(F)c(Cl)c2)S(C)(=O)=O)ccc1Br	-4.3	0.0	0.4	3.3
COc1cccc(Cc2n[nH]c(=S)n2Cc2ccco2)c1	0.4	0.7	0.1	5.1
Cc1ccc(-c2nc(C=Nc3cccc(Cl)c3C)c(O)o2)cc1	5.3	-1.6	0.0	-15.9
Cc1cc(NC(=O)COC(=O)c2oc3c(Cl)cccc3c2C)no1	3.5	-0.1	0.1	-0.2
Cc1nn(CC(=O)N(C)Cc2ccccc2)c(=O)c2cc3sccc3n12	-5.6	1.1	-0.2	-8.8
Cc1ccc(C(=O)COC(=O)CCN2C(=O)C3C4C=CC(C5CC45)C3C2=O)cc1C (stereo unspecified)	-0.1	0.4	-0.2	-5.2
CCOC(=O)C1=C(c2ccccc2)NC(=O)NC1c1cc(Cl)c(O)c(OCC)c1 (stereo unspecified)	5.3	-0.3	0.4	20.4
CC(=O)Nc1ccc(NC(=O)c2cccc(-c3ccc(C(N)=O)cc3)c2)cc1	-0.3	-1.8	0.6	-8.8
COc1ccccc1C1NC(=S)NC(C)=C1C(C)=O (stereo unspecified)	-2.5	-0.5	-0.2	-1.4
CCOC(=O)c1c(C)n(S(=O)(=O)c2ccc(CC)cc2)c2ccc(NS(=O)(=O)c3ccc(CC)cc3)cc12	1.7	0.2	0.1	14.5
Cc1ccc(C(=O)N/C(=C/c2ccccc2)C(=O)NC(C)C)cc1	1.7	1.7	0.0	17.4
CC(=O)NN1C(=O)c2ccccc2NC1c1ccc(Cl)cc1Cl (stereo unspecified)	12.4	0.5	0.0	3.6
C=CCNc1nc(C2(C)CC3(CC(C)(C)OC3=O)C(=O)O2)cs1 (stereo unspecified)	7.2	0.2	-0.1	0.8
COCC(C)NC(=O)c1cc(COc2ccc3ncccc3c2)on1 (stereo unspecified)	18.3	-0.7	0.1	-1.9
O=c1oc(-c2ccccc2F)nc2ccccc12	-6.9	-3.5	-0.1	0.1
